Screening results deposited in PubChem by several laboratories.
Mcl1 Noxa PPI: Mcl-1/Noxa binding inhibitors, primary screen, biochemical, TR-FRET, 1536-well. actives 1.5% (n = 220,000). inhibition, % at 21.7 µM. TR-FRET Mcl-1/Noxa peptide binding, 2 h;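 active = compounds that cut the protein-peptide binding signal by more than 50% relative to plate controls in a single-dose test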;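 also: His-tagged Mcl-1 with rhodamine Noxa BH3 peptide and terbium anti-His antibody; 0% = Mcl-1 plus Noxa peptide wells and 100% = peptide-only wells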
Pf gamet viab: late stage P. falciparum gametocyte viability inhibitors, primary screen, ATP luminescence, HTS | AID 743093, 2013 | inhibition, % at 10.9 µM | P. falciparum stage V gametocytes, 24 h | actives 0.065% (n = 150,000);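 active = inhibition above the mean plus 3 SD of compounds within the control limits, set per campaign, cut at about 38% in these data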;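 also: 0% = DMSO wells and 100% = medium only without gametocytes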
Rac1 wt GTP bind: wildtype Rac1 GTP binding modulators, primary screen, biochemical, GST-Rac1 beads, flow cytometry, multiplex; AID 757, 2007; GTP binding activity (% of control), % at 10 µM; Ras-related C3 botulinum toxin substrate 1 (Homo sapiens), P63000; actives 0.27% (n = 190,000); fluorescent GTP binding; actives lie on both sides; 0 = cold GTP competed, 100 = untreated;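 active = GTP binding activity at least 20 points away from the 100% control level, either lower or higher; inconclusive = compound flagged as likely green fluorescent, judged across all proteins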
Rab7 wt GTP bind: modulators of GTP binding to Rab7, primary screen, biochemical, wildtype, multiplex bead flow cytometry. Rab7 GTPase wild type (dog), Bodipy-FL-GTP binding. GST-Rab7 beads, fluorescent GTP binding; actives lie on both sides; untreated = 100%, excess cold GTP = 0%. actives 0.055% (n = 190,000). GTP binding activity (percent of control), % at 10 µM;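 active = fluorescent GTP binding to Rab7 beads changed by at least 20 points from the 100% baseline, either direction, mostly lower; inconclusive = compound itself probably fluorescent, or too few beads counted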;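 also: median green fluorescence of bound Bodipy-FL-GTP per Rab7 bead population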
HRas wt GTP bind: modulators of GTP binding to HRas wildtype, primary screen, biochemical, bead-based flow cytometry, multiplex; GST-Ras wt beads, Bodipy-FL-GTP binding; actives lie on both sides; GTPase HRas (Homo sapiens), P01112; GTP binding activity, % at 10 µM; actives 0.14% (n = 190,000);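 active = GTP binding activity at least 20% away from the 100% baseline, either lowered as inhibitor or raised as activator; inconclusive = flagged as likely green fluorescent, judged across all proteins in the well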;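 also: 0% = unlabeled GTP competition control and 100% = no-compound control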
Target sequence (P01112 whole entry, looked up): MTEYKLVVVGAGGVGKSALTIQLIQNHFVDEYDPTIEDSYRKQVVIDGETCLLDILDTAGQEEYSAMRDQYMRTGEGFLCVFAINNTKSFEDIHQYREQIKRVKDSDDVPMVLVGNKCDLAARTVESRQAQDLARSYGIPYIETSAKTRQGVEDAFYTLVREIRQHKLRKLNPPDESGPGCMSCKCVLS
Mcl1 Bid PPI: Mcl-1/Bid binding inhibitors, primary screen, biochemical, TR-FRET, 1536-well. Induced myeloid leukemia cell differentiation protein Mcl-1 (Homo sapiens), Q07820. TR-FRET Mcl-1/Bid-Dy647 peptide binding. inhibition, % at 21.7 µM. actives 0.97% (n = 220,000). AID 1021, 2008;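 active = compounds that cut the binding signal by more than half at the single screening dose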;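 also: His-tagged Mcl-1 with europium anti-His antibody binding Bid BH3 peptide; 0% = Mcl-1 plus peptide wells and 100% = peptide-only wells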
Cdc42 wt: modulators of GTP binding to wildtype Cdc42, primary screen, biochemical, multiplex bead flow cytometry, Bodipy-GTP | Cell division control protein 42 homolog (Homo sapiens), P60953 | GST-Cdc42 beads; actives lie on both sides | percent activity (GTP binding), % at 10 µM | actives 0.2% (n = 190,000) | AID 761, 2007;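 active = percent activity GTP binding at least 20 points away from the 100% baseline, either down as inhibitor or up as activator; inconclusive = compound flagged as likely green fluorescent from well-wide comparison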;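 also: median bead fluorescence of bound Bodipy-FL-GTP at 100 nM; 0% = excess unlabeled GTP control and 100% = no compound control; below 100% means less GTP binding so inhibitor and above means activator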
Target sequence (P60953 whole entry, looked up): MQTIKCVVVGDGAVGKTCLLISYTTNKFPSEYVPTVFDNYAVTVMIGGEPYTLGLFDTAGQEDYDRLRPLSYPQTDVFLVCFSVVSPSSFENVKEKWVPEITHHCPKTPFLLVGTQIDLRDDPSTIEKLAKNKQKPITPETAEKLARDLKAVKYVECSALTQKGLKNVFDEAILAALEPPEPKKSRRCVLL
Rac1 mut GTP: GTP binding modulators of activated mutant Rac1, primary screen, biochemical, bead-based flow cytometry, multiplex, fluorescent GTP; Ras-related C3 botulinum toxin substrate 1 (Homo sapiens), P63000; GST-Rac1 activated beads; actives lie on both sides; 100% means binding = to untreated wells; percent activity (GTP binding), % at 10 µM; actives 0.11% (n = 190,000);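 active = GTP binding at least 20 percentage points away from the 100% baseline, in either direction, so actives lie on both sides; inconclusive = Compound likely fluorescent itself, or too few beads counted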
RGS8-Gao: RGS8-Galphao binding modulators, primary screen, biochemical, multiplexed bead flow cytometry; Guanine nucleotide-binding protein G(o) subunit alpha (Homo sapiens), P09471; actives lie on both sides; response (percent of control binding), % at 10 µM; actives 0.34% (n = 220,000); AID 1423, 2008; in the data active = response below about 60% or above about 140%; inactive = in between;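 also: Galphao activated as the GDP aluminium fluoride complex binding bead-coupled RGS8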
Target sequence (P09471 whole entry, looked up): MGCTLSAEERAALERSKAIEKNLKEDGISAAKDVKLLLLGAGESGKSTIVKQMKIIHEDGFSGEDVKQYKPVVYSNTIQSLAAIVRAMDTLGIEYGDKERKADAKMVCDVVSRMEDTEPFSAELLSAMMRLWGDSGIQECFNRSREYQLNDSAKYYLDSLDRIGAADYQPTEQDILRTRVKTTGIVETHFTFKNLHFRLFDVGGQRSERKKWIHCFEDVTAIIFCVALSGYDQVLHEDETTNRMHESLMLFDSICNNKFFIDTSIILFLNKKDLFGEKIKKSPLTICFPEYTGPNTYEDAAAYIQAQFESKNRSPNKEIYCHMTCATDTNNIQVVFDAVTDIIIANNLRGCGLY
Bim-Mcl-1: inhibitors of Bim peptide binding to Mcl-1, primary screen, biochemical, bead-based flow cytometry, multiplex; Induced myeloid leukemia cell differentiation protein Mcl-1 (Homo sapiens), Q07820; Bim peptide-Mcl-1 binding; inhibition, % at 10 µM; actives 0.1% (n = 190,000); AID 1009, 2008; in the data active = inhibition above about 40%;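 also: 0% = no compound tracer wells and 100% = peptide blocker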
Rab2 wt GTP: modulators of GTP binding to Rab2A wildtype, primary screen, biochemical, dog, bead-based flow cytometry, multiplex. actives 0.19% (n = 190,000). Ras-related protein Rab-2A (Canis lupus familiaris), P61105. GST-Rab2 wt beads, Bodipy-GTP binding. GTP binding activity, % at 10 µM;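 active = GTP binding activity at least 20 points away from 100%, either lowered or raised; inconclusive = signal likely due to the compound's own green fluorescence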;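 also: 0% = beads with excess unlabeled GTP and 100% = no-compound control corrected for plate trend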
Active calls of the source: *; ? = inconclusive; . = not tested or not shown.

Below each compound – Mcl1 Noxa PPI | Pf gamet viab | Rac1 wt GTP bind | Rab7 wt GTP bind | HRas wt GTP bind | Mcl1 Bid PPI | Cdc42 wt | Rac1 mut GTP | RGS8-Gao | Bim-Mcl-1 | Rab2 wt GTP
O=C(Cn1cnc2ccccc2c1=O)Nc1ccc(S(=O)(=O)N2CCOCC2)cc1
  11 | 35 | 98 | 98 | 100 | -17 | 98 | 96 | 98 | -2 | 99
O=C(COc1ccccc1)NCc1nnc(SCC(=O)Nc2nccs2)n1-c1ccccc1
  -2 | . | 102 | 99 | 100 | -8 | 101 | 100 | 96 | 0 | 100
CCN1/C(=C2\C(=O)N(C)C(=S)N2C)C=Cc2ccccc21
  49 | . | 104 | 99 | 97 | -17 | 102 | 99 | 102 | -6 | 102
COc1ccc(/C=C/C(=O)c2ccccc2)cc1COc1ccc(F)cc1
  -15 | . | 100 | 98 | 99 | -10 | 99 | 97 | 102 | -1 | 100
CCOC(=O)C1C(=O)C=C(c2ccc(Br)cc2)CC1c1ccco1 (stereo not given)
  -1 | 7 | 99 | 96 | 100 | -24 | 99 | 97 | 97 | -1 | 96
Cc1cccc(C2c3[nH]c4ccccc4c3CCN2Cc2cnn(-c3ccc(F)cc3)c2)n1 (stereo not given)
  13 | 8 | 95 | 99 | 96 | -22 | 95 | 95 | 98 | 1 | 95
N#C/C(=C1/C(=O)Nc2ccc(Br)cc21)c1ccccn1
  15 | -15 | 92 | 90 | 93 | -15 | 98 | 89 | 100 | 5 | 97
NC(=O)CSc1nc2ccccc2n1-c1ccccc1
  6 | -55 | 103 | 99 | 102 | -6 | 101 | 97 | 108 | -37 | 98
O=C(Nc1ccccc1)O/N=C1\CCCCC1c1ccc([N+](=O)[O-])cc1[N+](=O)[O-] (stereo not given)
  -6 | 9 | 102 | 99 | 102 | 1 | 102 | 99 | 102 | 0 | 100
Cc1ccc(NC(=O)c2ccc([N+](=O)[O-])o2)cc1S(=O)(=O)N1CCOCC1
  -1 | 17 | 94 | 97 | 91 | -8 | 91 | 91 | 116 | 0 | 92
COc1cc(-c2nc(CN3CCN(CC(C)C)C(=O)[C@@H]3C)c(C)o2)ccc1F
  7 | -11 | 102 | 103 | 102 | -31 | 94 | 95 | 104 | -3 | 96
FC(F)(F)c1ccc2nnc(-c3c(Cl)cccc3Cl)n2c1
  -8 | . | 96 | 96 | 97 | -33 | 97 | 96 | 99 | 1 | 96
COc1ccc(NC(=O)CN(C)S(=O)(=O)c2cccc3cccnc23)cc1
  -4 | . | 104 | 98 | 102 | -6 | 104 | 99 | 103 | 0 | 101
CCc1ccc2c(c1)/C(=C/C(=O)c1cccs1)C(=O)N2
  10 | 12 | 103 | 100 | 100 | 6 | 100 | 96 | 103 | -3 | 100
CCOC(=O)N1CCN(C(=O)CN(C)S(=O)(=O)c2ccc3c(c2)c(=O)n(C)c(=O)n3C)CC1
  7 | . | 98 | 104 | 98 | -2 | 96 | 97 | 99 | -1 | 99
O=C(CSc1n[nH]c(-c2ccncc2)n1)c1ccccc1
  18 | . | 102 | 97 | 102 | -7 | 100 | 99 | 99 | 0 | 99
COc1ccc(CCNC(=O)C(=O)NCCOc2ccccc2)cc1OC
  -21 | . | 104 | 97 | 102 | -12 | 101 | 102 | 99 | -4 | 100
C=CCC(C#Cc1ccccc1)N(C)C (stereo not given)
  5 | 6 | 106 | 104 | 103 | 4 | 104 | 102 | 103 | 3 | 99
O=[N+]([O-])c1ccc(Nc2ccc(N3CCOCC3)cc2)c([N+](=O)[O-])c1
  14 | 0 | 93 | 99 | 94 | -44 | 93 | 92 | 101 | 0 | 95
Cc1ccc(S(=O)(=O)N(C)CC(=O)OCC(=O)N2CCCC2=O)cc1
  6 | 7 | 96 | 103 | 96 | -7 | 94 | 95 | 101 | 4 | 95
Cc1cc(NS(=O)(=O)c2ccc(NC(=O)CSc3nc4sc(C)c(C)c4c(=O)[nH]3)cc2)no1
  -6 | . | 83 | 99 | 87 | 3 | 83 | 85 | 100 | 2 | 84
NNC(=O)c1ccc(Cn2cc(Cl)cn2)cc1
  5 | -6 | 103 | 104 | 103 | -19 | 99 | 97 | 105 | 0 | 98
c1ccc(Cc2nc3ccccc3n2Cc2ccccc2)cc1
  50 | 3 | 95 | 94 | 97 | 19 | 96 | 96 | 101 | -3 | 96
Cc1ccc(OCCn2c(CCCO)nc3ccccc32)cc1
  -6 | -19 | 94 | 96 | 96 | -4 | 96 | 98 | 107 | -1 | 95
Cc1ccsc1C(=O)OCC(=O)c1cc2ccccc2o1
  20 | . | 93 | 96 | 96 | 34 | 96 | 90 | 103 | -3 | 93
NC(=O)c1oc2ccccc2c1NC(=O)c1nc2ccccc2s1
  8 | 8 | 100 | 98 | 97 | -6 | 97 | 98 | 98 | 3 | 98
O=C(N/N=C/c1cccnc1)C1CCCN(S(=O)(=O)c2ccccc2)C1 (stereo not given)
  -7 | . | 100 | 101 | 98 | 2 | 98 | 98 | 100 | -4 | 99
CCN1CCCC1CNC(=O)c1cc2c(-c3ccc(Cl)cc3)nn(C)c2s1 (stereo not given)
  46 | . | 99 | 93 | 96 | 40 | 95 | 99 | 108 | 1 | 97
CCN(CCCCCN(C)C)Cc1cc2ccccc2o1
  17 | 13 | 103 | 102 | 102 | -6 | 100 | 100 | 98 | -7 | 104
Fc1cccc(Cl)c1Cn1nnc(-c2ccc3c(c2)OCO3)n1
  -4 | 12 | ? | ? | ? | 12 | ? | ? | 98 | 0 | ?
COc1cccc(C2CCCN2Cc2nc(-c3cnccn3)no2)c1 (stereo not given)
  0 | 9 | 97 | 100 | 97 | -11 | 97 | 97 | 98 | -2 | 99
COc1ccc(C2/C(=C(/O)c3ccccc3)C(=O)C(=O)N2CCN2CCOCC2)c(OC)c1 (stereo not given)
  -3 | . | 100 | 105 | 101 | -6 | 101 | 98 | 103 | 0 | 102
O=C(c1cccc(Br)c1)N1CCN(c2cnn(-c3ccccc3)c(=O)c2Cl)CC1
  6 | . | 94 | 91 | 94 | -20 | 101 | 97 | 101 | 38 | 94
COc1ccc(N2C(=O)CSC23C(=O)N2c4c(cccc43)C(C)=CC2(C)C)cc1 (stereo not given)
  21 | . | 102 | 97 | 101 | -9 | 102 | 101 | 99 | 0 | 100
Cc1n(C)c2cc(Cl)ccc2[n+]1Cc1ccccc1
  16 | -12 | 102 | 99 | 97 | -26 | 98 | 98 | 103 | 0 | 97
COC(c1ccccc1)c1nnc(CCC(=O)N(C)CCOc2ccccc2)o1 (stereo not given)
  -5 | -9 | 100 | 104 | 99 | 2 | 100 | 97 | 107 | 1 | 99
Cc1c(NC(=O)c2cnn3c2NC(c2ccc(Br)cc2)CC3C(F)(F)F)c(=O)n(-c2ccccc2)n1C (stereo not given)
  12 | . | 104 | 104 | 102 | -13 | 100 | 99 | 107 | -2 | 103
CCn1c(CN2CCN(C(=O)c3ccco3)CC2)nc2c1c(=O)n(C)c(=O)n2C
  4 | -11 | 97 | 98 | 97 | -7 | 97 | 93 | 97 | -2 | 99
COc1ccc(Nc2nc(-c3cc4cccc(OC)c4oc3=O)cs2)cc1
  47 | -18 | 97 | 98 | 97 | 7 | 99 | 96 | 99 | 0 | 99
O=C(NCC(=O)N1CCCCC1)c1ccc(Cl)cc1Cl
  5 | -34 | 97 | 95 | 97 | -4 | 97 | 98 | 99 | 0 | 98
CC(O)CC(C(=O)NNc1ccccc1)C(=O)NNc1ccccc1 (stereo not given)
  8 | -3 | 94 | 104 | 93 | -44 | 100 | 93 | 103 | 4 | 92
Cc1ccc(SCCC(=O)NC(C(C)C)C(C)C)cc1
  7 | . | 104 | 99 | 100 | -28 | 101 | 99 | 111 | -2 | 101
CC(NC(=O)c1cccnc1)C(=O)O (stereo not given)
  17 | 1 | 105 | 103 | 103 | 0 | 100 | 98 | 101 | -5 | 100
COc1cc(Cl)c(C)cc1NC(=O)CSc1nc2ccccc2o1
  10 | . | 99 | 99 | 99 | 2 | 101 | 96 | 98 | -3 | 102
C/C(=N\N1CCN(c2ccc(Cl)cc2)CC1)c1cccc([N+](=O)[O-])c1
  1 | -11 | 98 | 93 | 97 | -47 | 96 | 95 | 101 | -3 | 97
O=C1CC(=O)N(Cc2ccco2)C(=S)N1
  45 | . | 90 | 87 | 94 | 29 | 92 | 87 | 100 | -4 | 88
CCCCOc1ccc(C(C)NC(=O)CCS(=O)(=O)Cc2ccc(Cl)cc2)cc1 (stereo not given)
  3 | 12 | 100 | 104 | 98 | 8 | 99 | 101 | 100 | 1 | 98
O=C(CCCc1nc2ccccc2s1)N1CCN(c2ccccc2)CC1
  13 | 1 | 99 | 96 | 97 | -26 | 100 | 96 | 98 | -4 | 96
Cc1nn(Cc2ccc(Cl)cc2)c(C)c1NC(=O)c1cc(-c2ccc3c(c2)OCO3)on1
  -9 | -11 | 106 | 101 | 99 | 4 | 105 | 101 | 96 | -2 | 103
CCC(C)N1C(=O)/C(=C/c2c(NCCCOC(C)C)nc3c(C)cccn3c2=O)SC1=S (stereo not given)
  -2 | -15 | ? | ? | ? | 3 | ? | ? | 102 | . | ?
CCOCC(O)CSCc1ccc(Cl)cc1 (stereo not given)
  -14 | -7 | 104 | 103 | 101 | -17 | 101 | 101 | 100 | 3 | 100
